Source: PubChem BioAssay (several laboratories)
Efflux pump inh: antifungal efflux pump inhibition, Nile Red retention. S. cerevisiae Candida pump triplex. inhibition, % at 10 µM. 0.44% of 330,000 active;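 active means plate passing quality check with inhibition over a set limit, or well fluorescence over plate mean plus 4 SD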;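 further: Nile Red retained in pooled yeast measured as flow cytometry median fluorescence; 0% = buffer negative control and 100% = Enniatin B positive control; higher means more Nile Red kept so more efflux inhibition; some compounds called inactive have numbers as strong as hits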
GASC-1 inh: blocks human GASC-1 demethylase activity; inhibition, % at 2.35 µM; AID 2099; 0.069% of 330,000 active; Q9H3R0; GST-JMJD2C(1-420) H3K9me3 demethylation, DELFIA europium;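 active means more than half of a compound's replicate wells show inhibition beyond 50%, single wells judged on their own value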;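 further: signal counts dimethyl H3K9 product captured on neutravidin plate; 0% = median of DMSO wells and 100% = 0.3 times that DMSO median; strong numbers were not always called active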
Target sequence (Q9H3R0 1-420 limits assumed): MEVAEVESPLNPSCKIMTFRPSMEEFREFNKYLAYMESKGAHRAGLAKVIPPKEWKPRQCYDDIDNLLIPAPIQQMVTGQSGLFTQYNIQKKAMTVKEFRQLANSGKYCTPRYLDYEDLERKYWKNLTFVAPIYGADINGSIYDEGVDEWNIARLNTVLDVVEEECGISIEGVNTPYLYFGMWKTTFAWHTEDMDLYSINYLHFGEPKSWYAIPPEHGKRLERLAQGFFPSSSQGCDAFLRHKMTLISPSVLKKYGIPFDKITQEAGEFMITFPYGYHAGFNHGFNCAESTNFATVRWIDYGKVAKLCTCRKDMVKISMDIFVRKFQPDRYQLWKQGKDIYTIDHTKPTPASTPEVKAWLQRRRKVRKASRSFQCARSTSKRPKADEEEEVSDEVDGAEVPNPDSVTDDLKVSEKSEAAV
proCasp3 act: activators of human procaspase-3. 0.11% of 330,000 active. activation, % at 8.5 µM. recombinant procaspase-3 D3A, Ac-DEVD-pNA absorbance 405 nm. P42574;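 active means activation above the mean of all tested compounds plus 3 SD, cut at about 21% in these data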;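 further: 0% = DMSO alone and 100% = DMSO wells spiked with extra 5 µM PC-3 D3A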
Target sequence (P42574 whole entry D9A/D28A/D175A): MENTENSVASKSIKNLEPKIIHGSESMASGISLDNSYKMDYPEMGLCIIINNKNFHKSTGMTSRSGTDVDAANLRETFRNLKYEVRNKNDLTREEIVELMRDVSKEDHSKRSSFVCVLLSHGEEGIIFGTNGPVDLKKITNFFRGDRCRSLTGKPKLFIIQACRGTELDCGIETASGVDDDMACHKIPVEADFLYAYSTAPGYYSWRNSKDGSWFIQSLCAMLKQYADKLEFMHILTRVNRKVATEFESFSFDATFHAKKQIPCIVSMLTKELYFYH
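Assay system – Procaspase-3 D3A mutant · Benchmarks – DMSO low control, extra-enzyme high control · Technique – 405 nm absorbance of p-nitroaniline, reads at 0 and 120 min · Doses – 8.5 µM nominal · Measure – % activation between DMSO and enzyme-spiked controls · Also added – Ac-DEVD-pNA chromogenic peptide substrate · Schedule – 1 h compound preincubation, 2 h substrate hydrolysis at 25 °C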
core dimer inh: HCV core protein dimerization inhibition. TR-FRET GST/Flag-core106 dimerization, 1536-well. inhibition, % at 5 µM. 0.33% of 300,000 active;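 active means inhibition above the mean of all tested compounds plus 3 SD, set per screening campaign, cut at about 45% in these data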
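assay system = GST-tagged and Flag-tagged HCV core protein residues 1-106 | controls = unlabelled core106 and no-GST-core106 wells | incubation = compound-protein-antibody incubation 4 h at 22.5 °C | probe or stimulus = Eu donor and XL665 acceptor anti-tag antibodies | read-out = % inhibition based on acceptor/donor emission ratio | signal = TR-FRET 671 and 617 nm emission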
PP1 inh: counter-screen for PP5 inhibitors: inhibitors of human PP1-alpha; P62136; purified PP1alpha, OMFP fluorescence; inhibition, % at 6.7 µM; 0.9% of 320,000 active;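 active means inhibition above the mean inhibition of all tested compounds plus 3 SD, computed separately for each screening campaign, cut at about 15% in these data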
Fh CTSL1 inh: cathepsin L1 inhibition, PFM18AAP counter-screen; recombinant F. hepatica cathepsin L1, Z-Leu-Arg-MCA fluorescence; inhibition, % at 5.96 µM; 0.49% of 300,000 active; AID 1906;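 active means inhibition above the mean of all tested compounds plus 3 SD, set per screening campaign, cut at about 17% in these data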;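 further: 0% = plate median of test compound wells and 100% = 1 µM Z-Phe-Ala-diazomethylketone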
proCasp7 act: counter-screen for procaspase-3 activators: activators of human procaspase-7; P55210; recombinant procaspase-7, Ac-DEVD-pNA absorbance 405 nm; D23A/D198A/D206A triple mutant, cannot self-cleave; scale: DMSO 0, 5 µM enzyme 100; activation, % at 8.5 µM; 0.093% of 330,000 active; AID 463210;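 active means percent activation above the screen-wide mean plus 3 SD, cut at about 25% in these data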
Target sequence (P55210 whole entry D23A/D198A/D206A): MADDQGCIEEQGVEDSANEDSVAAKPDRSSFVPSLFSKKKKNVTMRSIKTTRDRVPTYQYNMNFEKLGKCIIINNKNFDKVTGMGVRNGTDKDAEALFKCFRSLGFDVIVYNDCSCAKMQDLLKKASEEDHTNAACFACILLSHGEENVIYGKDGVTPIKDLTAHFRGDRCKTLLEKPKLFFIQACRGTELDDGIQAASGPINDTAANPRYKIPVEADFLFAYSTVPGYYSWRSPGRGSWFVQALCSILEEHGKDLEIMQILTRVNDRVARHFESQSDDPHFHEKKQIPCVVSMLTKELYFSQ
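Assay system: Uncleavable procaspase-7 mutant enzyme; Input: 2 µM procaspase-7 mutant as dispensed; Also added: DEVD-pNA substrate; Medium: Zinc-free HEPES pH 7.4 with 300 mM NaCl, 0.01% Triton X-100; Timing: 1 h compound preincubation, 2 h substrate cleavage, 25 °C; Measured by: Epi-absorbance of released pNA at 405 nm, two timepoints.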
PP5 primary: inhibitors of human protein phosphatase 5 (PP5) | P53041 | purified PP5c, OMFP substrate fluorescence | 0.18% of 320,000 active | inhibition, % at 6.7 µM;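 active means inhibition above the campaign's mean inhibition across all tested compounds plus 3 SD, cut at about 9.5% in these data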;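 further: 0% = DMSO only and 100% = 100 µM cantharidin control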
TPT1 inh: C. albicans TPT1 enzyme inhibition | recombinant caTPT1, FP RNA substrate dephosphorylation | inhibition, % at 5 µM | 0.81% of 300,000 active | AID 1962;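 active means inhibition above the mean of all tested compounds plus 3 SD, set per screening campaign, cut at about 24% in these data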;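 further: plate controls were DMSO alone for no effect and ferristatin control at 100 nM for full effect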
* = called active by the depositor; nt = no result given.

SMILES	Efflux pump inh	GASC-1 inh	proCasp3 act	core dimer inh	PP1 inh	Fh CTSL1 inh	proCasp7 act	PP5 primary	TPT1 inh
COc1ccc(Cl)cc1N1C(=O)CN(Cc2cc(OC)c(OC)c(OC)c2)C1=S	-0.2	1	-7	1	0	-1	-3	6.5	-2
Cc1ccc(-c2[nH]nc3c2C(c2cccnc2)C(C#N)=C(N)O3)cc1 (stereo unspecified)	0.2	-10	8	-3	9	2	0	2.8	0
C=CCN(CC=C)C(=O)CCc1nnc(CCc2c[nH]c3ccccc23)o1	0.1	-5	9	-2	1	-6	2	2.9	-1
CN(C(=O)c1cncc(Br)c1)C1C2CC3CC(C2)CC1C3 (stereo unspecified)	0.2	-4	1	2	-1	5	-3	1.1	0
Cc1ccc(S(=O)(=O)N2CCOCC2)cc1C(=O)N1CCN(S(=O)(=O)c2cccs2)CC1	0.0	15	1	-1	-5	-1	16	-2.5	-4
O=C1COc2ccc(C(=O)CSc3ccc(Br)cc3)cc2N1	0.0	-5	-2	nt	2	nt	5	1.8	nt
CCCCNC(=O)N1CCN(C(c2ccccc2)c2ccccc2)CC1	0.0	-10	3	-6	3	0	0	0.7	-4
COc1ccc(CNc2ncnc3sccc23)cc1	-0.2	0	0	1	-2	3	2	-0.8	2
O=C1COc2ccccc2N1Cc1c(F)cccc1Cl	-0.1	-9	3	2	-1	-10	9	1.2	-1
OC(CNCc1ccc2c(c1)OCO2)COc1ccccc1 (stereo unspecified)	0.0	-4	-5	-2	-7	0	-1	0.0	-4
CCc1ccc(NC(=S)NC2CC3CCCC(C2)N3Cc2ccccc2)cc1 (stereo unspecified)	0.2	6	7	-1	0	1	-4	-2.4	0
COc1ccccc1-n1c(SCC(=O)Nc2ccc3c(c2)OCO3)nc2c(c1=O)SCC2	-0.4	4	1	3	3	1	5	2.4	-1
O=C(COC(=O)CCN1C(=O)C2CC=CCC2C1=O)Nc1ccc([N+](=O)[O-])cc1 (stereo unspecified)	0.2	-1	5	nt	nt	nt	13	nt	nt
c1ccc(-c2csc3ncnc(NCc4ccccn4)c23)cc1	-0.1	2	-4	-5	1	-3	9	0.0	-3
COc1ccc2ccc(OCC(=O)Nc3cc(C)on3)cc2c1	0.0	1	0	nt	1	nt	-2	0.5	nt
CCOc1ccc(/C=N/NC(=O)c2ccc(Cn3cc(Br)cn3)o2)cc1	-0.2	11	6	-1	3	2	1	1.1	-1
O=C(COC(=O)c1cccnc1Cl)Nc1ccc(N2CCCCC2)cc1	0.1	1	12	nt	-2	nt	2	-2.0	nt
O=C(/C=C/c1ccc(Cl)c(Cl)c1)NC1=NCCS1	-0.1	-29	6	6	0	-1	2	-0.1	0
CC(C)c1ccc(C(=O)NN2C(=O)C3CCCCC3C2=O)cc1 (stereo unspecified)	-0.1	6	7	1	0	-4	11	0.9	-2
CC(=O)N/C(=C\c1ccccc1)C(=O)OCc1ccccc1	1.5*	1	2	10	-6	-2	-2	2.5	-2
CC(C)(O)/C=C/C(=O)[C@](C)(O)C1[C@H](O)C[C@@]2(C)C3CC=C4C(C=C(O[C@@H]5O[C@H](CO)[C@@H](O)[C@H](O)[C@H]5O)C(=O)C4(C)C)[C@]3(C)C(=O)C[C@]12C (stereo partly specified)	-0.3	2	9	nt	nt	nt	7	nt	nt
CCC(C)NC(=O)Cn1cnc2sc(C)c(S(=O)(=O)N3CCN(c4ccccc4OC)CC3)c2c1=O (stereo unspecified)	-0.1	-10	-2	1	-1	-2	4	-0.4	1
CC1Cc2ccccc2N1C(=O)CSc1nncn1C (stereo unspecified)	-0.1	11	6	-2	-2	3	3	2.9	-3
CCOC(=O)c1c(C)[nH]c(C)c1S(=O)(=O)N(C)CC(=O)Nc1ccccc1F	0.0	15	0	-3	1	-2	2	2.1	0
O=C(COc1ccccc1Cl)NC(=S)Nc1ccccc1N1CCCC1	-0.1	3	-1	-5	6	6	2	2.8	1

The closing 6 records of the section before lead into the next.
SMILES	Efflux pump inh	GASC-1 inh	proCasp3 act	core dimer inh	PP1 inh	Fh CTSL1 inh	proCasp7 act	PP5 primary	TPT1 inh
CC(=O)N/C(=C\c1ccccc1)C(=O)OCc1ccccc1	1.5*	1	2	10	-6	-2	-2	2.5	-2
CC(C)(O)/C=C/C(=O)[C@](C)(O)C1[C@H](O)C[C@@]2(C)C3CC=C4C(C=C(O[C@@H]5O[C@H](CO)[C@@H](O)[C@H](O)[C@H]5O)C(=O)C4(C)C)[C@]3(C)C(=O)C[C@]12C (stereo partly specified)	-0.3	2	9	nt	nt	nt	7	nt	nt
CCC(C)NC(=O)Cn1cnc2sc(C)c(S(=O)(=O)N3CCN(c4ccccc4OC)CC3)c2c1=O (stereo unspecified)	-0.1	-10	-2	1	-1	-2	4	-0.4	1
CC1Cc2ccccc2N1C(=O)CSc1nncn1C (stereo unspecified)	-0.1	11	6	-2	-2	3	3	2.9	-3
CCOC(=O)c1c(C)[nH]c(C)c1S(=O)(=O)N(C)CC(=O)Nc1ccccc1F	0.0	15	0	-3	1	-2	2	2.1	0
O=C(COc1ccccc1Cl)NC(=S)Nc1ccccc1N1CCCC1	-0.1	3	-1	-5	6	6	2	2.8	1
CC(C)OC(=O)CSc1nnc(Cc2ccccc2)n1Cc1ccco1	-0.1	2	-5	2	-3	0	6	1.1	-2
COc1cc(C(=O)NCC(c2ccc(F)cc2)N2CCOCC2)ccc1OCc1ccccc1Cl (stereo unspecified)	-0.1	-1	3	0	-5	0	4	2.2	2
Cc1ccc2oc(=O)n(Cc3ccccc3OC(C)C)c2c1	0.0	3	-2	8	-3	0	-16	2.6	3
COc1ccccc1NC(=O)NCC(c1ccco1)N1CCCCC1 (stereo unspecified)	-0.2	1	3	-1	-4	-7	3	0.1	-1
CC(C)C(=O)Nc1sc2c(c1C(N)=O)CCN(Cc1ccccc1)C2	-0.1	4	-5	5	1	2	2	-1.2	0
Cc1cccc(NC(=O)C2CCN(S(=O)(=O)c3c(C)[nH]c(=O)[nH]c3=O)CC2)c1	0.3	-68	4	-4	1	-1	0	-1.2	2
Cc1ccccc1OCC(=O)OCC(=O)NCCc1ccccc1	0.1	-2	0	nt	-2	nt	-7	0.9	nt
COC(=O)c1ccc(COC(=O)c2ccc(N(C)C)cc2)cc1	0.0	-1	3	-5	-1	3	8	0.5	-1
O=C(COc1ccc2ccc(=O)oc2c1)c1ccccc1	0.1	2	3	-3	-3	4	12	4.1	0
COC(=O)c1cc2ccccc2oc1=O	-0.1	1	7	-2	-2	-1	11	-0.1	0
CCOc1ccccc1NC(=O)C1CCCN(C(=O)NCc2ccccc2)C1 (stereo unspecified)	0.0	56	8	-2	-3	0	-1	2.2	1
COc1ccc(/C=C/C(=O)OCC(=O)N(C)CC(=O)Nc2ccc(C)cc2)c(OC)c1	-0.1	-13	-1	nt	nt	nt	8	nt	nt
N#Cc1nc(-c2ccco2)oc1NCCCN1CCOCC1	0.0	2	2	3	-4	4	6	-1.1	2
COc1cc(CNCCN(C)C)c(Br)cc1OCC(=O)NCc1ccccc1	-0.1	-7	2	-4	1	-5	2	-1.3	-5
O=C(CCCN1C(=O)/C(=C/c2ccccc2Cl)SC1=S)NCCCN1CCOCC1	0.0	4	1	13	1	0	-19	2.5	-3
CCN(CC)C(=O)CSc1nnc(-c2c[nH]c3ccccc23)o1	0.2	-5	1	-15	4	0	-8	4.8	-3
COCc1cc(=O)[nH]c2c1c(-c1ccccc1)nn2C	0.1	4	-4	-1	-1	-4	5	-0.8	1
C=CCC1(CC=C)CCCN1C(=O)CC1C(=O)NCCN1Cc1ccc(OC)c(OC)c1 (stereo unspecified)	-0.1	-25	5	7	0	1	20	1.4	2
CCCO/N=C1/C(=O)N(c2ccccc2)c2ccccc21	-0.1	1	0	9	1	1	-8	0.1	-2
CC(C)(C)OC(=O)C[C@H]1C/C=C\C[C@H](CC(=O)NCCO)C(=O)NCCOC1=O	0.0	16	1	nt	nt	nt	2	nt	nt
O=C(COC(=O)C1(c2ccc(F)cc2)CCCC1)NCc1ccco1	0.0	-11	-3	13	13	-8	-11	-0.1	3
O=C1CCC(C(=O)N2CCCC(C(=O)c3ccc4ccccc4c3)C2)=NN1 (stereo unspecified)	0.2	6	5	-1	0	3	4	2.2	-3
CC1(CC(=O)N/N=C/c2ccc(-c3cccc(C(F)(F)F)c3)o2)OCCO1	0.1	-5	0	-1	-2	0	3	1.5	0
O=[N+]([O-])c1ccccc1/C=C/C=N/n1c(-c2cc(-c3ccccc3)n[nH]2)n[nH]c1=S	0.1	5	-6	15	4	5	0	0.4	0
Cc1cc(NC(=O)C(C)Sc2nnc(NCc3ccco3)s2)no1 (stereo unspecified)	0.0	nt	-3	nt	-3	nt	-10	-0.6	nt

By substructure: the compounds so far containing a nitro group on carbon.
SMILES	Efflux pump inh	GASC-1 inh	proCasp3 act	core dimer inh	PP1 inh	Fh CTSL1 inh	proCasp7 act	PP5 primary	TPT1 inh
O=C(COC(=O)CCN1C(=O)C2CC=CCC2C1=O)Nc1ccc([N+](=O)[O-])cc1 (stereo unspecified)	0.2	-1	5	nt	nt	nt	13	nt	nt
O=[N+]([O-])c1ccccc1/C=C/C=N/n1c(-c2cc(-c3ccccc3)n[nH]2)n[nH]c1=S	0.1	5	-6	15	4	5	0	0.4	0

Continued.
SMILES	Efflux pump inh	GASC-1 inh	proCasp3 act	core dimer inh	PP1 inh	Fh CTSL1 inh	proCasp7 act	PP5 primary	TPT1 inh
COc1cc(/C=C(/C#N)c2ccccc2)ccc1Oc1ccc([N+](=O)[O-])cn1	0.0	0	-6	2	2	2	1	0.1	-3
Cc1cc(=O)[nH]c(-n2[nH]c(C)cc2=O)n1	-0.1	0	-2	-3	2	1	-12	1.7	0
CCOc1ccc(C2NC(=O)c3n[nH]c(C)c32)cc1 (stereo unspecified)	0.0	3	-4	6	0	3	15	-0.9	-1
CN(CCCC(=O)O)c1ccc(N=Nc2ccc([N+](=O)[O-])cc2)cc1	0.0	-20	-9	-41	2	2	5	8.1	0
CC(C)N=C(NS(=O)(=O)c1ccc(Br)cc1)c1ccc(Cl)cc1	-0.1	-10	9	-4	0	0	9	0.7	-2
CCOc1cccc(C2/C(=C(\O)c3ccc4c(c3)OCCO4)C(=O)C(=O)N2Cc2ccncc2)c1 (stereo unspecified)	-0.2	8	0	9	0	2	9	-3.5	-5
CCCCCC(=O)Nc1ccc(S(=O)(=O)Nc2ccc(Cl)nn2)cc1	-0.1	-16	-3	-5	-1	4	12	-0.1	0
Cc1cccc(C)c1NC(=O)COc1ccccc1C(=O)Nc1ccc(Br)cn1	-0.1	2	-1	2	-3	0	8	-1.3	-3
